Source: PubChem
MT stabilize HCS: microtubule stabilizers in HeLa cells | HeLa tubulin immunostaining HCS, 24 h; share of cells brighter than vehicle mean+2SD | % tubulin-high responders, % at 10 µM | 200,000 tested, 0.83% active;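 active = plate Z-score above 3 for both tubulin-high and condensed-nucleus cell shares, with cell loss under 80%, at 10 µM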;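 note: anti alpha tubulin signal scored within the nucleus-defined area of each cell; some results filed as inactive read as strong as hits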
Lipid droplet: modulators of hepatic lipid droplet formation; 240,000 tested, 0.4% active; AML12 mouse hepatocytes, oleate lipid droplets, BODIPY imaging; AID 1656; inhibition, % at 6.5 µM;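 active = lipid droplet intensity inhibited by at least 50%, with more than 500 cells counted; inconclusive = wells with under 300 cells, treated as cytotoxic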
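Test system: AML12 mouse liver cells; schedule: overnight exposure; technique: high-content imaging of BODIPY-stained droplets and DAPI nuclei; read-out: % inhibition of corrected integrated BODIPY droplet signal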
Dynein cargo inh: blocks dynein driven cargo transport along microtubules. 3617.4 mouse cells, GR-EGFP nuclear translocation imaging; test concentration mostly 20 µM; stimulated with dexamethasone, 1 µM; hits give low values. z-score, hits read low. 220,000 tested, 0.47% active;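 active = plate z-score of nuclear minus cytoplasmic receptor signal below a set negative limit, without overly bright fluorescence or cell loss, cut at about -3.5 in these data, passing the limit was not always enough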;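 note: z-score of nuclear minus cytoplasmic ring GR-EGFP intensity difference per well; some compounds called inactive have numbers as strong as hits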
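Also added – dexamethasone, 1.0 µM final · Buffer or medium – tet-free, stripped-serum medium · Schedule – induction 48 h, compound 1 h, agonist 30 min · Detection – formaldehyde fixation, Hoechst nuclear stain, 10x automated fluorescence imaging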
Ins promoter up: MIN6 insulin promoter up-regulation; MIN6 insulin promoter-GFP reporter, high-content imaging; hits give high values; z-score at 5 µM; 190,000 tested, 0.3% active; AID 1625;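 active = z-score above 3 at 5 µM with at least 500 cells counted in the well; inconclusive = wells under 500 cells, flagged as cytotoxic or low count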
b-catenin transl: alters nuclear translocation of beta-catenin in HeLa cells | immunofluorescence imaging | nuclear translocation activity, % at 5 µM | 190,000 tested, 0.3% active;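 active = nuclear translocation activity above 50% at 5 µM, with a well cell count of 50 or more; inconclusive = wells under 50 cells across six images, flagged as toxic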;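 note: per-cell ratio of nuclear to cytoplasmic median beta-catenin stain intensity; plate controls were DMSO negative control for no effect and GSK-3 inhibitor IX positive control for full effect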
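Test system: human HeLa cells, endogenous beta-catenin. Times: 24 h compound exposure, 37°C. Measured by: beta-catenin immunofluorescence imaging with DAPI.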
Autophagy HCS: modulators of autophagy; MEF GFP-LC3 puncta imaging; test concentration mostly 10 µM; AID 463193; 190,000 tested, 0.98% active; calls only at 10 µM (by protocol);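 active = percentage of spot-positive cells more than 3 SD above its plate mean, without a fluorescence outlier flag or 80% toxicity; inconclusive = no clear call, values can overlap the other calls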;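 note: spot-positive cell cutoff set from DMSO-treated cells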
PhoP inhibition: PhoP-dependent GFP reporter repression – Salmonella Typhimurium, primary screen (AID 1863) | one-dose inhibition, % at 50 µM; IC50 in µM for titrated hits | S. Typhimurium PhoP-regulated promoter GFP reporter, 4 h; higher % means a stronger effect | 300,000 tested, 0.16% active;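 active = inhibition over 29.93%, a cutoff 3 SD above the screen mean, later confirmed by dose response; inconclusive = inhibition over 29.93% but no dose response follow-up; inactive = inhibition at most 29.93% or unconfirmed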;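 note: 0% = low Mg2+ inducing control and 100% = high Mg2+ repressing control; strong numbers were not always called active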
CSM14.1 death rescue: rescue of cells from ER stress-induced death, primary screen, 384-well, CSM14.1, thapsigargin, ATP luminescence (AID 1222); cellular ATP content (survival), % at 20 µM, or EC50 in µM where a hit was titrated; CSM14.1 thapsigargin-induced death rescue, ATP luminescence; higher % means a stronger effect; 190,000 tested, under 10 active;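 active = EC50 below 50 µM in the dose-response confirmation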;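 note: death triggered by thapsigargin at about 15 µM added after 2 h compound pretreatment; cell ATP read after overnight thapsigargin exposure of roughly 18 to 22 hours; normalized against plate controls of thapsigargin alone and 5% DMSO vehicle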
T cell modulator: T cell immune modulators affecting CD8 T cell-vesicle binding. 2C CD8+ T cell-vesicle binding, flow cytometry; hits give low values. calls only at 7 µM. 330,000 tested, 0.068% active. AID 2052;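 active = response, share of CD8 T cells binding vesicles, and their 90th percentile fluorescence all below set limits, cut at about 80% in these data, passing the limit was not always enough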
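Assay system – 2C mouse CD8+ T cells · Also added – QL9-loaded Drosophila micro-vesicles · Timing – Cell–vesicle co-incubation 1.5 h at 37 °C, staining 20 min on ice · Signal – flow cytometry of vesicle-bound cells · Measure – percent CD8+ FL2 mean versus row control · Controls – Peptide-free naked vesicles (low) and QL9 vesicles with 0.7% DMSO vehicle (high)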
Dynein cargo inh cytoplasmic EGFP: recorded beside Dynein cargo inh, whose call it bears; z-score; measured here: cytoplasmic GR-EGFP intensity; hits give high values
Dynein cargo inh nuclear GR-EGFP: second read-out of Dynein cargo inh, no call of its own (marks repeat the call); z-score; measured here: nuclear GR-EGFP intensity;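 lower value marks the stronger effect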
Dynein cargo inh cell count: second read-out of Dynein cargo inh, no call of its own (marks repeat the call); z-score; measured here: cell count per field
Ins promoter up cell count: recorded beside Ins promoter up, whose call it bears; cell count; measured here: cytotoxicity, nuclei count;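 total cells summed across four imaged fields per well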
Lipid droplet cells 6.5 µM: further read-out of Lipid droplet, marked with its call; cell count; measured here: cell count, cytotoxicity flag;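 cells counted across two imaged fields per well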
b-catenin transl cell count 5 µM: second read-out of b-catenin transl, no call of its own (marks repeat the call); cell count; measured here: cell count, cytotoxicity flag
T cell modulator vesicle-bound %: also measured in T cell modulator; calls as there; double positive events, %; measured here: CD8+ vesicle-bound cell fraction;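 binding gate set so that unloaded-vesicle control wells show 10% double positive cells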
MT stabilize HCS Hoechst-high %: further read-out of MT stabilize HCS, marked with its call; % Hoechst-high responders; measured here: nuclear condensation Hoechst responders;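 share of cells brighter than vehicle mean plus two SD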
MT stabilize HCS cytotoxicity %: also measured in MT stabilize HCS; calls as there; toxicity, %; measured here: cytotoxicity by cell density;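 0% = mean cell density of plate MIN control wells and 100% = no cells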
Autophagy HCS cell loss 18 h: second read-out of Autophagy HCS, no call of its own (marks repeat the call); toxicity, %; measured here: cell loss, nuclei count;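 cell loss after 18 h compound exposure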
* = called active by the depositor; i = inactive; ? = inconclusive; / = not tested or not shown.

Structure,MT stabilize HCS,MT stabilize HCS Hoechst-high %,MT stabilize HCS cytotoxicity %,Lipid droplet,Lipid droplet cells 6.5 µM,Dynein cargo inh,Dynein cargo inh cytoplasmic EGFP,Dynein cargo inh nuclear GR-EGFP,Dynein cargo inh cell count,Ins promoter up,Ins promoter up cell count,b-catenin transl,b-catenin transl cell count 5 µM,Autophagy HCS,Autophagy HCS cell loss 18 h,PhoP inhibition,CSM14.1 death rescue,T cell modulator,T cell modulator vesicle-bound %
O=C(CCn1c(=S)[nH]c2ccccc2c1=O)NCCc1ccc(Cl)cc1,3.2,2.7,10,12,696,-1.3,-0.23,-0.92,0.8,0.21,1316,1.2,1060,i,-25,1%,-0.6%,i,32
O=C(c1ccco1)N1CCN(c2ncnc3scc(-c4ccccc4)c23)CC1,0.9,1.2,4.7,14,800,2.6,0.19,1.2,-0.86,/,/,/,/,i,-8,6%,3.4%,i,40
C=CCN1C(=O)/C(=C\c2cc(Br)c(OCc3ccccn3)c(OC)c2)SC1=S,5.2,1.8,5.6,-5,611,0.64,-0.3,0.21,-1.2,-0.16,1532,-4.3,1072,i,5,4%,2.6%,i,56
COC(=O)c1[nH]c2cccc(OC)c2c1NC(=O)CN1CCOCC1,2.1,1.7,17,/,/,-0.43,-0.26,0.12,1,/,/,-4.0,944,i,-6,-5%,-2.0%,i,47
CCOC(=O)CSc1nc2ccccc2c(=O)n1-c1ccc(C(=O)NCCOC)cc1,3.3,1.5,1.4,/,/,-0.21,-0.2,0.016,-0.82,-0.93,1187,-1.6,851,i,-1,-17%,-2.4%,i,50
COc1ccc(S(=O)(=O)N/N=C(/C)c2ccc(Cl)cc2)cc1,1.8,1.6,8.4,/,/,-0.44,1.1,-0.14,0.14,-0.54,1545,-0.9,1327,i,-12,-7%,-3.1%,i,29
CCCc1cnc(N2CCN(S(C)(=O)=O)CC2)nc1,/,/,/,1,705,-0.66,-0.28,-0.57,1,-1.8,1432,-2.1,1181,/,/,-8%,/,i,39
O=C(Nc1ccc(Cl)c(Cl)c1)N(Cc1cccnc1)Cc1ccco1,5.0,1.8,4.9,/,/,1.6,-0.28,0.28,0.27,-1,1350,1.0,1380,i,14,8%,-0.3%,i,17
Cn1nc(C(=O)NCc2cccs2)c2ccccc2c1=O,5.0,2.8,3.6,-1,731,-0.95,-0.31,-0.97,0.95,0.07,1335,/,/,i,-6,-10%,-3.4%,i,52
COc1ccc2nc(NC3=NCCC3)sc2c1,4.3,3.3,3.1,/,/,-1.2,0.19,-1.1,0.085,/,/,/,/,i,23,2%,-2.3%,i,9
CCn1c(N2CCN(C(=S)NC)CC2)nc2ccccc21,1.3,1.6,5.7,/,/,0.39,-0.22,-0.011,0.22,1.4,1513,-0.7,1310,i,12,8%,-1.2%,i,8
O=C(NCCN1CCOCC1)c1cc(S(=O)(=O)Nc2ccccc2F)c(Cl)cc1Cl,/,/,/,17,708,-0.084,-0.79,0.14,-0.11,-0.93,1116,1.0,1213,/,/,-5%,/,i,36
CCOC(=O)C1=C(C)NC(C)=C(C(=O)OCC)C1/C=C/c1ccccc1OC,3.1,2.0,4.2,-2,648,1.2,0.018,0.51,-1.9,0.89,1389,-0.9,1109,i,-10,1%,0.1%,i,5
NC(=O)c1ccccc1OC1CCC1,/,/,/,1,685,-0.56,-0.22,0.13,0.6,-0.78,1072,0.2,1261,/,/,-1%,/,i,54
O=C(Nc1ccc2c(c1)OCO2)c1ccc(CN2CCOCC2)cc1,2.1,2.0,28,-4,717,-0.43,-0.21,0.26,-0.011,-0.35,1305,/,/,i,-1,-5%,/,i,36
Cn1nc(C(F)(F)F)cc1-c1ccc(/C=C(\C#N)C(=O)c2ccccc2)s1,/,/,/,-5,693,-0.048,2,0.34,0.6,0.6,1394,-1.1,1144,/,/,-21%,/,i,62
CC1(O)N(CCC(=O)Nc2cccc(F)c2)C(=O)OC12CCCCC2 (stereo unspecified),2.5,0.8,0.8,0,695,-0.19,-0.28,-0.19,0.2,/,/,-1.8,1109,i,11,0%,-2.3%,i,62
CC1CCN(CC(=O)Nc2ccc(Br)cc2[N+](=O)[O-])CC1,3.3,2.3,3.0,0,648,-1.1,-0.26,-0.49,1.1,-0.27,1619,-3.8,1197,i,11,1%,-1.3%,i,31
CC(/C=N/NC(=O)c1ccncc1)=C\c1ccccc1,3.9,1.1,2.6,/,/,1.3,-0.2,1.1,-0.4,2.6,1548,-0.6,1338,i,30,-9%,-3.7%,i,23
Oc1ccccc1CNc1ncc(Br)cc1Br,2.9,2.0,7.2,/,/,-0.74,-0.22,-0.63,0.041,-0.99,1632,1.3,1354,i,-3,11%,0.0%,i,7

Going on with the list:
Structure,MT stabilize HCS,MT stabilize HCS Hoechst-high %,MT stabilize HCS cytotoxicity %,Lipid droplet,Lipid droplet cells 6.5 µM,Dynein cargo inh,Dynein cargo inh cytoplasmic EGFP,Dynein cargo inh nuclear GR-EGFP,Dynein cargo inh cell count,Ins promoter up,Ins promoter up cell count,b-catenin transl,b-catenin transl cell count 5 µM,Autophagy HCS,Autophagy HCS cell loss 18 h,PhoP inhibition,CSM14.1 death rescue,T cell modulator,T cell modulator vesicle-bound %
O=C(CSc1nnc(COc2cccc3cccnc23)o1)N1CCc2ccccc21,2.2,2.3,7.6,/,/,-0.15,-0.22,0.097,0.6,-0.06,1272,-3.0,785,i,-9,-3%,-1.7%,i,31
CC1CCN(c2c(NCc3ccc(C(=O)NCC4COc5ccccc5O4)cc3)c(=O)c2=O)CC1 (stereo unspecified),2.1,4.0,8.6,/,/,-0.2,-0.25,0.041,0.23,/,/,/,/,i,8,/,/,i,42
CCN(CC)CCCNC(=O)c1cn(CCOC)c(=O)c2c1c1ccccc1n2C,2.3,2.3,10,/,/,0.45,-0.1,0.39,-1.3,0.86,1291,-2.6,937,i,-3,8%,-1.0%,i,26
O=C(Cn1nnc(-c2ccc(N3CCOCC3)cc2)n1)OC1CCCCC1,1.9,1.4,3.4,/,/,0.64,0.031,0.37,-1.3,1.5,1273,-1.8,973,i,-5,-4%,0.6%,i,31
O=[N+]([O-])c1ccccc1CN1CCN(Cc2c[nH]c3ccccc23)CC1,2.4,2.0,6.8,-12,706,-0.5,0.63,-0.078,-2.1,-0.73,758,-1.9,1057,i,17,13%,-0.7%,i,49
CC1=C(C(=O)OCC2CCCO2)C(c2ccc(C)o2)C2=C(CC(c3ccc(N(C)C)cc3)CC2=O)N1 (stereo unspecified),2.2,1.3,7.0,1,617,-0.2,-0.2,-0.079,1,-0.31,1550,0.6,1024,i,-7,1%,-2.1%,/,/
CN(C(=O)CN1CCC(NC(=O)C2CCCCC2)CC1)C1CCCCC1,0.6,1.1,13,9,802,-0.75,-0.2,-0.44,0.86,1.3,1185,2.9,1211,i,-3,8%,-1.2%,i,41
Cn1ccnc1SCC(=O)Nc1nc2c(F)c(F)c(F)cc2s1,3.5,1.4,4.0,-7,718,-0.56,-0.3,-0.76,1.6,-0.4,1181,-1.5,1085,i,12,4%,0.5%,i,55
Cc1ccccc1Nc1nc(N)nc(CSc2nnnn2-c2ccccc2)n1,3.2,3.0,9.4,?,/,0.22,0.013,0.46,0.27,-0.02,961,9.9,942,i,4,7%,-0.7%,i,21
COC(=O)c1ccc(SCC(=O)NC2CCCCC2)c([N+](=O)[O-])c1,3.5,2.6,5.5,-7,583,-0.7,-0.29,0.17,0.69,-0.16,1307,-1.5,1100,i,14,4%,-2.3%,i,48
COc1cc(N/C=C(\C(C)=O)c2ccccc2)cc(OC)c1,1.0,2.4,11,-1,657,-0.12,-0.18,-0.59,0.18,0.73,1871,-0.2,1034,i,1,2%,1.4%,i,52
CCOC(=O)c1ccc(S(=O)(=O)Nc2ccccc2-c2nnn(CC)n2)cc1,2.4,2.8,6.7,/,/,-0.56,-0.2,-0.093,0.65,?,/,-5.2,881,i,0,2%,-1.0%,/,/
CC(C)CNC(=O)c1cc([N+](=O)[O-])ccc1N1CCCCC1,1.7,2.5,6.3,-20,695,-0.58,-0.21,-0.016,0.18,-0.83,1226,-1.4,564,i,-12,-6%,-1.7%,i,58
Cc1c(N=C2NN=C(c3c[nH]c4ccccc34)CS2)c(=O)n(-c2ccccc2)n1C,/,/,/,-5,736,0.15,0.043,0.0095,0.012,1.1,1338,-1.0,1133,/,/,-10%,/,i,25
CC(Oc1ccc(Cl)cc1Cl)C(=O)Nc1cccnc1 (stereo unspecified),2.6,2.0,3.5,-6,747,-0.45,-0.28,-0.24,0.65,/,/,5.7,404,i,-3,-3%,-1.3%,i,55
